TPT1 inhibitor: inhibitors of Candida albicans tRNA 2'-phosphotransferase TPT1 | recombinant caTPT1, FP RNA substrate dephosphorylation | inhibition, % at 5 µM | 300,000 tested, 0.81% active;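 active means inhibition above the mean of all tested compounds plus 3 SD, set per screening campaign, cut at about 24% in these data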;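 further: plate controls were DMSO alone for no effect and ferristatin control at 100 nM for full effect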
MEX-5 binding: C. elegans MEX-5 TCR-2 RNA binding activity; 300,000 tested, 0.38% active; AID 1832; activity score (negative = inhibition of binding), % at 10 µM; MEX-5/FITC-TCR2 RNA binding, fluorescence polarization; hits give low values;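 active means inhibition past about -25% in most replicates, and total fluorescence under double the plate's negative control median, limit read from the data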;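 further: 0% = DMSO and -100% = 5 µM competing unlabeled TCR2 RNA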
GLD-1 RNA inh: GLD-1-TGE RNA interaction inhibition (C. elegans); inhibition, % at 5.96 µM; 320,000 tested, 0.44% active; Q17339; purified GLD-1 + fluorescein TGE RNA, fluorescence polarization;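 active means percent inhibition above a per-plate cutoff, the plate mean of test compounds plus 3 SD, cut at about 30% in these data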;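 further: 0% = DMSO wells with GLD-1 and probe and 100% = wells lacking GLD-1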
MCL1-BIM inh: inhibitors of human MCL1 binding to BIM-BH3 peptide; GST-MCL1 / FITC-Bim-BH3 fluorescence polarization; 320,000 tested, 0.68% active; inhibition, % at 10.9 µM; AID 2057; Q07820;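 active means inhibition above the mean inhibition of all tested compounds plus 3 SD, set per campaign, cut at about 40% in these data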;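 further: 0% = DMSO wells and 100% = unlabeled Bim-BH3 peptide control; higher means more loss of mP so more displacement of Bim peptide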
Target sequence (Q07820 whole entry, looked up): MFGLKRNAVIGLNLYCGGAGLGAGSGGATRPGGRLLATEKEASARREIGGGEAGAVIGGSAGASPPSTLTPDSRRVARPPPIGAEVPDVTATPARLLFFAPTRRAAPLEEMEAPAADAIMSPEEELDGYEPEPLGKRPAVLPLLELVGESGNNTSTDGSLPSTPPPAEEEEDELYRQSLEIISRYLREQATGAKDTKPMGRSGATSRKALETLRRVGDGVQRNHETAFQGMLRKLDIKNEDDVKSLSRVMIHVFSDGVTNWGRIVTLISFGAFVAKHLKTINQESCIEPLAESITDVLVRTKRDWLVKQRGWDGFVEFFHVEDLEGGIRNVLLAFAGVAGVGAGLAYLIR
Bcl-xL primary: inhibitors of human Bcl-xL; Q07817; GST-Bcl-xL / FITC-Bim BH3 peptide fluorescence polarization; 320,000 tested, 0.7% active; AID 2129; inhibition, % at 10.9 µM;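 active means inhibition above the mean of all tested compounds plus 3 SD, cutoff set per campaign, cut at about 30% in these data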;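 further: 0% = DMSO wells and 100% = unlabeled Bim-BH3 peptide competitor; inhibitors lower millipolarization by displacing the labeled peptide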
Target sequence (Q07817 whole entry, looked up): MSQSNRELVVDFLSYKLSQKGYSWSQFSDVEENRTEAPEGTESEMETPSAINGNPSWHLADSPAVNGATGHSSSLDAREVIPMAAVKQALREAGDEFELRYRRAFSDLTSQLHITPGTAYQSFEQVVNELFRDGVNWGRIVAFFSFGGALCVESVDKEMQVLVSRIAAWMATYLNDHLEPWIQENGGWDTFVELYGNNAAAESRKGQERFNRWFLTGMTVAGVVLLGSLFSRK
PME-1 primary: blocks human protein phosphatase methylesterase 1 | inhibition, % at 5.9 µM | 320,000 tested, 0.53% active | recombinant PME-1, FP-Rh probe fluorescence polarization;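 active means inhibition above the campaign mean of all compounds plus 3 SD, cut at about 26% in these data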;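 further: competitive labeling of PME-1 active site by serine hydrolase directed probe; 0% = PME-1 with DMSO and 100% = wells lacking PME-1 enzyme; inhibitors block probe labeling so polarization falls and inhibition rises; many of its hits are not listed in these tables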
Target sequence (Q9Y570 whole entry, looked up): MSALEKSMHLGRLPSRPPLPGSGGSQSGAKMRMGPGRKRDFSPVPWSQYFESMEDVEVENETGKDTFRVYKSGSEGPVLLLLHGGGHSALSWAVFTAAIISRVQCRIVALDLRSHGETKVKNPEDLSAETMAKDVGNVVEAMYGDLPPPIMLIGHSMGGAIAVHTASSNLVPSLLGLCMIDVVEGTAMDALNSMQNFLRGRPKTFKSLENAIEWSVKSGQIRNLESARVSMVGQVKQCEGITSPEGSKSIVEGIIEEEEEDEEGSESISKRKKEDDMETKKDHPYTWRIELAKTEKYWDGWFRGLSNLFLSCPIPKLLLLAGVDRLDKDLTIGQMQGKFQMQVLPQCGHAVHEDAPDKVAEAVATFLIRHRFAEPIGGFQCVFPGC
Fam108B inh: Fam108B inhibition, counter-screen for RBBP9 inhibitors; recombinant Fam108B, FP-Rh probe fluorescence polarization; inhibition, % at 9.51 µM; 300,000 tested, 0.33% active;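 active means inhibition above the screen mean inhibition plus 3 SD, computed separately per campaign, cut at about 18% in these data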;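 further: inhibitors lower polarization as less probe binds the enzyme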
PAD4 FP inh: inhibitors of human PAD4; Q9UM07; recombinant PAD4, RCA probe fluorescence polarization; inhibition, % at 6.36 µM; 330,000 tested, 0.41% active; AID 485272;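 active means percent inhibition above a cutoff equal to the mean of all tested compounds plus 3 SD, cut at about 15% in these data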;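 further: 0% = PAD4 with RCA probe and DMSO and 100% = probe without PAD4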
GSTO1 counter: GSTO1 inhibition, counter-screen for RBBP9 inhibitors. P78417. recombinant GSTO1, activity-based probe fluorescence polarization. inhibition, % at 5.96 µM. 300,000 tested, 1.1% active. AID 1974;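 active means inhibition above the campaign mean inhibition plus 3 SD, cut at about 35% in these data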;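 further: 0% = GSTO1-1 with DMSO and 100% = wells lacking GSTO1-1 enzyme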
* = called active by the depositor; . = no result given. A portion of the library. The share of hits here may be higher or lower than overall.

1: COc1ccc(CNC(=S)NCc2ccc(Cl)cc2)cc1OC
2: COc1cc(OC)c(NC(=O)C2CCCO2)cc1Cl (stereo not drawn)
3: O=C(CNC(=O)c1ccco1)OC(C(=O)c1ccccc1)c1ccccc1 (stereo not drawn)
4: Cn1c(=O)oc2cc(S(=O)(=O)N3CCN(c4cccc(Cl)c4)CC3)ccc21
5: O=S1(=O)N=C(N2CCc3ccccc3C2)c2ccccc21
6: Cc1ccc(S(=O)(=O)N(NC2=NS(=O)(=O)c3ccccc32)C(=O)c2ccccc2)cc1
compound no.,1,2,3,4,5,6
TPT1 inhibitor,-2,-1,-3,81*,3,0
MEX-5 binding,1.0,-0.9,1.6,2.2,-0.5,-0.9
GLD-1 RNA inh,0,2,2,-7,1,-3
MCL1-BIM inh,10,1,3,-31,-2,-4
Bcl-xL primary,3,4,5,-11,1,-3
PME-1 primary,5,7,-7,-4,4,-4
Fam108B inh,0,18*,6,-2,-1,-6
PAD4 FP inh,-2,-3,0,-6,0,-7
GSTO1 counter,6,2,0,-3,6,-4

7: Cc1ccc(-n2nc3c(N4CCC(C(=O)N5CCN(C)CC5)CC4)nnc(C)c3c2C)cc1
8: Nc1c(C(=O)N/N=C/c2cccnc2)cnn1-c1ccccc1
9: COc1ccc(-c2cc(=Nc3ccc(C)cc3)c3ccccc3o2)cc1
10: COc1cc(C(=O)OCC(C)=O)c([N+](=O)[O-])cc1OC
11: Cc1ccc(SCCN)cc1C
12: O=c1nc2n(c3ccc([N+](=O)[O-])cc13)CCCCC2
compound no.,7,8,9,10,11,12
TPT1 inhibitor,14,1,-3,1,0,5
MEX-5 binding,5.1,1.0,-0.1,2.0,0.6,-0.9
GLD-1 RNA inh,-44,3,7,0,3,-2
MCL1-BIM inh,-6,4,8,2,1,-5
Bcl-xL primary,-5,3,0,3,0,1
PME-1 primary,-1,1,-11,0,1,-1
Fam108B inh,0,-2,-1,-1,1,1
PAD4 FP inh,-8,6,3,-1,0,-3
GSTO1 counter,0,-3,4,1,6,5

13: Fc1ccc(/C=N/NC(=S)Nc2ccc(Cl)cc2Cl)cc1
14: CC(C)(C)Nc1nc(SCC(=O)Nc2ccccc2)nc(N2CCOCC2)n1
15: CCCOc1ccc(Cn2c(O)cc(=O)[nH]c2=O)cc1
16: O=C1CC(c2ccccc2)Cc2nc3nc(C(F)(F)F)nn3cc21 (stereo not drawn)
17: CC1OC(Nc2ccc(N=Nc3ccccc3)cc2)C(O)C(O)C1O (stereo not drawn)
18: CCCCC(=O)NCc1ccc(F)cc1
compound no.,13,14,15,16,17,18
TPT1 inhibitor,1,3,49*,-1,0,2
MEX-5 binding,-1.3,-10,3.1,-0.6,-1.4,1.5
GLD-1 RNA inh,9,4,-59,2,-6,3
MCL1-BIM inh,6,-16,-41,6,0,0
Bcl-xL primary,4,-9,-44,10,3,3
PME-1 primary,1,7,-6,6,1,-3
Fam108B inh,0,0,-12,5,3,1
PAD4 FP inh,2,2,-26,0,-4,-5
GSTO1 counter,2,-13,30,7,-5,5

19: CCn1c(COc2ccccc2OC)nnc1SCC(=O)NC1CCCC1
20: O=C(Cc1ccc(F)cc1)NCCS(=O)(=O)N1CCN(c2cccc(Cl)c2)CC1
21: CCN(CCO)Cc1cc(=O)oc2cc3c(cc12)CCC3
22: O=C(CSc1cccc[n+]1[O-])NC1CCCCCCC1
23: CN(CCCNC(=O)CSc1cc(=O)n(C)c2cc(Cl)ccc12)Cc1ccccc1
24: CCOc1cc(CNCc2ccccn2)ccc1OCC(=O)NC1CCCCC1
compound no.,19,20,21,22,23,24
TPT1 inhibitor,-2,0,0,0,2,-2
MEX-5 binding,-1.6,0.8,-0.2,1.5,2.0,2.4
GLD-1 RNA inh,8,4,4,-2,2,-1
MCL1-BIM inh,4,7,5,6,-2,0
Bcl-xL primary,2,3,3,1,-4,-1
PME-1 primary,-11,1,-2,1,1,1
Fam108B inh,-2,1,-3,6,2,5
PAD4 FP inh,7,3,-5,5,-7,1
GSTO1 counter,9,0,1,2,2,4

25: NC(=O)COC(=O)CSc1ccc2ccccc2c1
26: CCCCCCCCC(=O)NCCOc1ccc(OC)cc1
27: Cc1ccccc1C1CCCN(Cc2nc(C3CC3)no2)C1 (stereo not drawn)
28: CCC(=O)c1ccc(OCC(O)CN2CCCCC2)cc1 (stereo not drawn)
29: CSc1nnc2ccc(-c3ccc(C)cc3)nn12
30: O=C(CCl)Oc1ccc2occ(C(=O)c3cccs3)c2c1
compound no.,25,26,27,28,29,30
TPT1 inhibitor,2,2,-1,1,-2,0
MEX-5 binding,1.2,0.7,-0.9,0.2,1.7,-0.7
GLD-1 RNA inh,-1,1,4,8,3,5
MCL1-BIM inh,0,3,5,-2,4,10
Bcl-xL primary,0,2,3,3,7,11
PME-1 primary,-1,-4,4,1,5,-4
Fam108B inh,-1,2,-2,-3,8,-4
PAD4 FP inh,-4,-3,0,2,-3,1
GSTO1 counter,3,0,1,-7,0,27

31: CC(=O)N1CC(C)Oc2ccc(S(=O)(=O)NC(CC(=O)O)c3ccccc3C)cc21 (stereo not drawn)
32: COc1ccc(N2CC(C(=O)N3CCC(c4nc5ccccc5[nH]4)CC3)CC2=O)cc1 (stereo not drawn)
33: Cc1ccc(-n2cc(CNCCN3CCOC3=O)c(-c3cccc(C)c3)n2)cc1
34: O=C(CSc1nc(C2CC2)nc2ccccc12)N1CCCCC1
35: CCC(CC)N1CCN(C(=O)c2cc(OC)c(OC)c(OC)c2)CC1
36: C=CCOC(=O)C1=C(C)NC(SCC(=O)NC(=O)OCC)=C(C#N)C1c1cccnc1 (stereo not drawn)
compound no.,31,32,33,34,35,36
TPT1 inhibitor,1,-3,-1,5,0,25*
MEX-5 binding,-1.4,1.4,-1.5,-3.6,0.8,-2.7
GLD-1 RNA inh,3,-5,-1,-5,13,-10
MCL1-BIM inh,3,7,-2,2,7,-14
Bcl-xL primary,8,4,1,6,7,-11
PME-1 primary,-4,3,-3,-7,4,1
Fam108B inh,-3,-2,4,-1,-3,1
PAD4 FP inh,-1,0,-2,4,-2,-1
GSTO1 counter,1,1,6,-29,3,2

37: O=C(CCS(=O)(=O)Cc1ccccc1)NCc1ccco1
38: O=C(CSc1ccc(F)cc1)Nc1ccccc1Br
39: O=C(CN1CCN(C(=O)c2ccco2)CC1)Nc1ccccc1
40: COc1cccc(NC(=O)C2CC(=O)N=C(N)S2)c1 (stereo not drawn)
41: CC(C)CCOCC(=O)Nc1cccc(C(=O)O)c1
42: CC(=O)c1ccc(OCC(=O)OC(C)C(=O)NC2CCCCC2)cc1 (stereo not drawn)
compound no.,37,38,39,40,41,42
TPT1 inhibitor,-2,3,4,-10,-2,.
MEX-5 binding,-1.3,0.1,2.0,-0.6,0.0,.
GLD-1 RNA inh,-1,-5,0,-7,0,4
MCL1-BIM inh,-3,-4,-3,11,5,-3
Bcl-xL primary,1,1,-1,8,5,-1
PME-1 primary,3,2,-3,1,5,-1
Fam108B inh,-3,-2,1,2,0,.
PAD4 FP inh,-1,-1,-5,-2,1,0
GSTO1 counter,5,1,6,-1,4,.

Records listed above shown as hits in TPT1 inhibitor.
entry	Compound	TPT1 inhibitor	MEX-5 binding	GLD-1 RNA inh	MCL1-BIM inh	Bcl-xL primary	PME-1 primary	PAD4 FP inh
4	Cn1c(=O)oc2cc(S(=O)(=O)N3CCN(c4cccc(Cl)c4)CC3)ccc21	81*	2.2	-7	-31	-11	-4	-6
15	CCCOc1ccc(Cn2c(O)cc(=O)[nH]c2=O)cc1	49*	3.1	-59	-41	-44	-6	-26
36	C=CCOC(=O)C1=C(C)NC(SCC(=O)NC(=O)OCC)=C(C#N)C1c1cccnc1 (stereo not drawn)	25*	-2.7	-10	-14	-11	1	-1

Next section:
43: CN(C)S(=O)(=O)c1ccc(Cl)c(C(=O)Nc2cccc3ncccc23)c1
44: COc1ccc(C2C=C(c3ccccc3)Nc3nc(CCCO)nn32)cc1 (stereo not drawn)
45: OCCCNc1nc(-c2ccc(Cl)cc2)nnc1-c1ccc(Br)cc1
46: O=C(NCC(=O)N(c1ccc(Cl)cc1)C(C(=O)NC1CCCC1)c1ccncc1)c1ccco1 (stereo not drawn)
47: Cc1ccc2nc(-c3ccc(NC(=O)COC(=O)c4ccc(Br)o4)cc3)sc2c1
48: COc1cccc(NC(=O)C2C3CC4OC(=O)C2C4C3)c1 (stereo not drawn)
compound no.,43,44,45,46,47,48
TPT1 inhibitor,0,-11,1,-2,2,-4
MEX-5 binding,-6.7,.,-0.3,-2.4,.,-0.4
GLD-1 RNA inh,-1,15,5,1,-6,5
MCL1-BIM inh,-1,30,3,-9,-21,5
Bcl-xL primary,6,30,7,-2,-8,5
PME-1 primary,-1,0,-2,7,-21,4
Fam108B inh,0,-1,-8,-1,-20,1
PAD4 FP inh,1,-5,-1,-3,0,2
GSTO1 counter,9,1,-5,-3,-5,-2

Record cards (already shown). Values in the order: TPT1 inhibitor	MEX-5 binding	GLD-1 RNA inh	MCL1-BIM inh	Bcl-xL primary	PME-1 primary	Fam108B inh	PAD4 FP inh	GSTO1 counter
CCC(=O)c1ccc(OCC(O)CN2CCCCC2)cc1 (stereo not drawn) across the screens: 1	0.2	8	-2	3	1	-3	2	-7
COc1ccc(-c2cc(=Nc3ccc(C)cc3)c3ccccc3o2)cc1 across the screens: -3	-0.1	7	8	0	-11	-1	3	4
Cc1ccc(SCCN)cc1C across the screens: 0	0.6	3	1	0	1	1	0	6
CN(CCCNC(=O)CSc1cc(=O)n(C)c2cc(Cl)ccc12)Cc1ccccc1 across the screens: 2	2.0	2	-2	-4	1	2	-7	2
COc1cccc(NC(=O)C2C3CC4OC(=O)C2C4C3)c1 (stereo not drawn) across the screens: -4	-0.4	5	5	5	4	1	2	-2

Going on with the list:
49: N#Cc1cnn2ccc(-c3cc(N4CCOCC4)ccc3[N+](=O)[O-])nc12
50: CCn1nnc2sc3c(c2c1=O)CCC(C)C3 (stereo not drawn)
51: CCOC(=O)N/N=C/c1ccc(OCCSc2ccc(Cl)cc2)c(OCC)c1
52: Cc1ccc(S(=O)(=O)NC2=NCN(C)CN2)cc1[N+](=O)[O-]
53: O=C(CSc1ncn[nH]1)NCc1ccc2c(c1)OCO2
compound no.,49,50,51,52,53
TPT1 inhibitor,0,-2,1,1,0
MEX-5 binding,0.0,-1.4,-4.8,1.1,-0.9
GLD-1 RNA inh,2,-7,2,7,2
MCL1-BIM inh,3,1,6,2,3
Bcl-xL primary,0,5,8,2,3
PME-1 primary,-2,-8,-6,8,-4
Fam108B inh,2,1,-1,3,-1
PAD4 FP inh,-4,-1,-1,7,-1
GSTO1 counter,1,1,-1,4,-2

Screens from PubChem.
